Anesthetic bind: qHTS Assay for Identification of Novel General Anesthetics; Ferritin light chain (Equus caballus), P02791; apoferritin/1-aminoanthracene competitive binding, fluorescence; Potency, µM (titrated, usually from 77.5 µM), inactives show at the top dose activity change, negative = displacement, actives largely listed as inhibitors; 0.074% of 350,000 active; note: potency is the fitted concentration of half-maximal effect; % is set by controls: 0 for no effect and ±100 for the full control effect; nearly all actives have a fitted effect of over 20% in size
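10 uM apoferritin + 50% sat. 1-AMA, PBS; cpd 10 min RT; Ex380/Em535 endpoint; normalized to free probe vs complex; 4-param Hill fit; propofol titration as pos. ctrl.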
ERG Ets-DNA blk: qHTS for Small Molecule Inhibitors of the ERG Ets/DNA interaction | Potency, µM (doses to about 76.9 µM), without a hit: top-dose FP activity, negative = inhibition, hits mostly inhibitors | 0.028% of 370,000 active | Transcriptional regulator ERG (Homo sapiens), P11308 | fluorescence polarization, His-ERG Ets domain / labelled DNA; active = well fitted inhibition curve with a large enough effect in the polarisation, with a control signal flat; inconclusive = small, poorly fitted or top-dose-only effect, or effect the other way, or a change in a side signal; inactive = no such curve, though single readings can be large or run the other way; the % refers to the polarisation;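 note: polarization taken with two DNA probes labelled with fluorescein and Texas red; potency is the fitted concentration of half-maximal effect; % of control where 0% means no effect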
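His-tagged ERG Ets domain (1 uM in the protein solution; 300mM KCl, 50mM Tris-HCl, 1mM EDTA, 1mM DTT, pH 7.5) received compound, then a probe mix of 5 nM fluorescein-DNA and 100nM Texas-615-DNA. Fluorescence polarization was read for both dyes.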
BLM helicase inh: qHTS Assay for Inhibitors of Bloom's syndrome helicase (BLM). recombinant BLM DNA unwinding, fluorescence dequenching. AID 2528, 2010. RecQ-like DNA helicase BLM (Homo sapiens), P54132. 0.2% of 350,000 active. Potency, µM (highest dose often 56.1 µM), inactives show at the highest dose activity change, negative = inhibition, usual class: inhibitors;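 note: potency is the fitted concentration of half-maximal effect; plate controls were vehicle for no effect and no enzyme for full effect; nearly all actives have a fitted effect of over 35% in size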
APE1 inh: qHTS Assay for Inhibitors of the Human Apurinic/apyrimidinic Endonuclease 1 (APE1); DNA repair nuclease/redox regulator APEX1 (Homo sapiens), P27695; recombinant APE1, TAMRA/BHQ-2 abasic DNA cleavage fluorescence; Potency, µM (series often up to 65.8 µM), for the others: at the top dose activity change, negative = inhibition, hits mostly inhibitors; 0.35% of 350,000 active; AID 2517, 2012;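 note: potency is the fitted concentration of half-maximal effect; plate controls were vehicle for no effect and reference inhibitor for full effect; nearly all actives have a fitted effect of over 55% in size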
Target sequence (P27695 whole entry, looked up): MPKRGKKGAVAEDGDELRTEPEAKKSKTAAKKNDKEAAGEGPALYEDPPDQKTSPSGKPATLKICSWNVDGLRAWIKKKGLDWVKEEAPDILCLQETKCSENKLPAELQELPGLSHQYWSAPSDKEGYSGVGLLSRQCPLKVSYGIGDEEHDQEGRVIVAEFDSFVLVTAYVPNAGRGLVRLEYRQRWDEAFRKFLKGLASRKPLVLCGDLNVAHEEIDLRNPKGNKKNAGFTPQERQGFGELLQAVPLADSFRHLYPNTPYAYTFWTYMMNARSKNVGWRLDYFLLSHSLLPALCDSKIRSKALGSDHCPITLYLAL
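Substrate: short duplex with […] THF abasic site, 5'-TAMRA and 3'-BHQ-2, 50 nM final. APE1 at 0.75 nM, preincubated 15 min RT with compound. Fluorescence increase from first to third read measured activity.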
POLI inh: qHTS for Inhibitors of Polymerase Iota; 1% of 390,000 active; Potency, µM (highest dose often 115 µM), for inactives: at the highest dose activity, negative = inhibition, actives largely listed as inhibitors; Pol iota fluorescent replication assay, 10 min; DNA polymerase iota (Homo sapiens), Q9UNA4; note: potency is the fitted concentration of half-maximal effect
Target sequence (Q9UNA4 whole entry, looked up): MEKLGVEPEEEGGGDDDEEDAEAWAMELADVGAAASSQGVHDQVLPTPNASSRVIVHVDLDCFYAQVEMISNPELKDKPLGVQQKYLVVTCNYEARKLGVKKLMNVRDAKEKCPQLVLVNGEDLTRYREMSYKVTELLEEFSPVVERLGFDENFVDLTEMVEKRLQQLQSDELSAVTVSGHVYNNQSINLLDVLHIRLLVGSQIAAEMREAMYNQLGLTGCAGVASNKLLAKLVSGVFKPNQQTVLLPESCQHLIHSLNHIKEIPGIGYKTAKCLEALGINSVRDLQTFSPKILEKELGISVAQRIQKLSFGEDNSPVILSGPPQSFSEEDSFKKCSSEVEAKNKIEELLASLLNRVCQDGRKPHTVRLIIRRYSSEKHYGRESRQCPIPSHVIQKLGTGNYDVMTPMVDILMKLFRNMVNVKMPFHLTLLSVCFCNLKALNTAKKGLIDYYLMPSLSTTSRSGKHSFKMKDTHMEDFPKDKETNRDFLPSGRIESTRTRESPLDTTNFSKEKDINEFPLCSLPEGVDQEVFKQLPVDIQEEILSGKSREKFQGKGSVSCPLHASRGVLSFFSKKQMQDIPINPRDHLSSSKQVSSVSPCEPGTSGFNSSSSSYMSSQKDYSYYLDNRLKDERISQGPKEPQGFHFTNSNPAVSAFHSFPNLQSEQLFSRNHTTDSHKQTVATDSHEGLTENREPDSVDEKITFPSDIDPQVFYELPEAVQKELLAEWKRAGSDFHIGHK
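Fluorescent replication assay read twice, at 0 min and 10 min after adding 50 nM (final) substrate. Enzyme (10 nM) and compounds were first incubated 15 min at room temperature; enzyme-free buffer wells were negative controls.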
ALOX12 inh: Primary qHTS assay for inhibitors of human arachidonate 12S-lipoxygenase (ALOX12): Round 2; Polyunsaturated fatty acid lipoxygenase ALOX12 (Homo sapiens), P18054; purified 12hLO, xylenol orange hydroperoxide absorbance; Potency, µM (highest dose often 108 µM), for inactives: at the highest dose activity change, negative = inhibition, actives largely listed as inhibitors; 1.1% of 580,000 active; AID 1671190, 2021; note: potency is the fitted concentration of half-maximal effect; % is set by controls: 0 for no effect and ±100 for the full control effect
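Hydroperoxide product was detected by ferrous iron/xylenol orange as the 573 to 405 nm absorbance ratio. Arachidonic acid at 40 uM (final) was turned over for 30 min at room temperature by 150 nM human 12hLO, pH 7.0 Hepes buffer, after 15 min compound preincubation.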
POLB inh: qHTS Assay for Inhibitors of DNA Polymerase Beta | Potency, µM (top dose mostly 114 µM), without a hit: top-dose activity change, negative = inhibition, most hits filed as inhibitors | 1.3% of 340,000 active | Pol beta primer extension/strand displacement, fluorescence kinetic | P06746; note: potency is the fitted concentration of half-maximal effect; % is set by controls: 0 for no effect and ±100 for the full control effect
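Pol beta (10 nM) was preincubated with compound for 15 min at room temperature. The reaction was then started with 50 nM substrate and read immediately and after a further 10 min at room temperature.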
POLK inh: qHTS for Inhibitors of Polymerase Kappa | 0.53% of 400,000 active | purified Pol kappa, fluorescent DNA synthesis assay, 10 min | Potency, µM (titrated, usually from 107 µM), inactives show at the highest dose activity, negative = inhibition, hits mostly inhibitors; note: potency is the fitted concentration of half-maximal effect; % is set by controls: 0 for no effect and ±100 for the full control effect
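Kinetic fluorescence screen: compound preincubated 15 min RT with 10 nM enzyme; 50 nM substrate (final) initiates; reads at 0/10 min.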
TRHR agonist: qHTS for Small Molecule Agonists and Allosteric Enhancers of Human TRH Receptor: Primary Screen for Agonists; Thyrotropin-releasing hormone receptor (Homo sapiens), P34981; 0.18% of 360,000 active; activation, % at 2 µM; TRHR cells, calcium flux fluo-8, FDSS agonist mode; in the data active = activation above about 30%; note: 0% is about no effect
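Agonist-mode FDSS calcium read (Ex 480/Em 530, 1 s cycles) in 1536-well TRHR cells with fluo-8 dye, after 10-cycle baseline and 23 nL compound addition; TRH at EC20 (10 nM final) added afterwards for the enhancer phase.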
Starred values were filed as active, the others as inactive; ? = inconclusive; · = no result given; [ ] = another dose, or the depositor's remark. Unless noted, calls come from the whole dose curve; as a rule, active = well fitted curve in the direction sought with a large enough effect; inconclusive = small, poorly fitted or top-dose-only effect, or another doubt; inactive = no such curve, though single readings can be large; an effect the other way counts as inactive or inconclusive. Some of the compounds tested, so the mix of outcomes need not match the whole.

Molecule | Anesthetic bind | ERG Ets-DNA blk | BLM helicase inh | APE1 inh | POLI inh | ALOX12 inh | POLB inh | POLK inh | TRHR agonist
COc1ccc(NC2CCCCC2NS(=O)(=O)c2ccc(C)cc2)cc1 (stereo not drawn) | -23% | -1% | -5% | -11% | 24% | -8% | -1% | -4% | 0.5
Cn1cc(CNCCCn2ncc3ccccc32)c(-c2ccccc2F)n1 | -10% | -3% | -10% | 0% | 34%[activator] | 16% | 19% | -8% | -0.2
CC(C)(C)NC(=O)CC1C(=O)NCCN1Cc1c(F)cccc1Cl (stereo not drawn) | -7% | ? | -2% | 0% | 9% | -2% | 51% | -7% | -0.6
C=CCSc1nc2ccccc2[nH]1 | -19% | 5% | -1% | 22% | 7% | ? | 80% | -3% | -0.1
O=C(Nc1cccc(C(F)(F)F)c1)c1cc(-c2ccc(Cl)cc2)on1 | -9% | 3% | -3% | · | 8% | -25% | -6% | -7% | 1.4
COc1cc(CNC(=O)c2sc3ncccc3c2-n2cccc2)cc(OC)c1OC | ? | 3% | 3% | · | 21% | -13% | 0% | -8%[60.1 µM] | -0.6
Cc1ccc(NC(=O)Cn2nc(-c3ccccc3)nc(Cc3ccccc3)c2=O)cc1 | -10% | 3% | -2% | · | 16% | -20% | 17% | -1%[60.1 µM] | 0.2
CC(NC(=O)C12CC3CC(CC(C3)C1)C2)C(=O)N/N=C/C1=C(N2CCOCC2)C(=C\c2ccccc2)/CC1 (stereo not drawn) | -7% | 20% | -6% | -9% | 120%[activator] | -25% | 13% | -5% | 0.8
COc1ccc(C(=O)C23CC4CC(C2)CC(C(=O)c2ccc(OC)cc2)(C4)C3)cc1 | 2% | -11% | -5% | 25% | 13% | -14% | 3% | -3% | -0.1
Cc1ccc2cc3cc(C(=O)NCCCN4CC(C)CC(C)C4)oc3nc2c1 (stereo not drawn) | -8% | 4% | -4% | 0% | 40%[activator] | 35%[activator] | -18% | 8% | -1.2
CCOC(=O)c1cccc(NC(=O)N2CC=C(c3c[nH]c4ccccc34)CC2)c1 | -13% | 2% | -12% | · | -4% | -23% | 0% | 3% | 5.9
COCCOC(=O)C1=C(C)NC2=C(C(=O)CC(c3cccs3)C2)C1c1ccsc1 (stereo not drawn) | 38%[activator] | 3% | -6% | -12% | 8% | 0% | -3% | -2% | -0.4
CS(=O)(=O)Nc1cccc(-c2ccc3ncnc(NCc4cccnc4)c3c2)c1 | -7% | · | -5% | 10% | · | ? | · | 3%[60.1 µM] | ·
O=S(=O)(c1ccc(=S)[nH]c1)N1CCN(Cc2ccccc2)CC1 | · | -2% | · | 34% | 26% | 40µM* | · | -7% | ·
Cn1cc(-c2nc3cncnc3n(-c3ccccc3)c2=O)c2ccccc21 | · | · | 3% | -2% | · | 0% | · | -8%[60.1 µM] | ·
CCN(CC)C(=O)C12C(=O)Oc3ccccc3C1C2(C)C(=O)c1ccc(F)cc1 (stereo not drawn) | 0% | 1% | -1% | 6% | 62%[activator] | 0% | 7% | -7% | -0.1
CCn1cc(C(=O)NCC(=O)NC(C)(C)CO)c(=O)c2cc3c(cc21)OCO3 | -2% | 5% | 0% | 31% | 12% | 0% | 34% | -7% | -0.9
CC(C)CCN1CC(=O)N2Cc3[nH]c4ccccc4c3C[C@H]2C1=O | -8% | 31%[activator] | -6% | 16% | -10% | 46%[activator] | 86% | 9% | 0.6
CSc1nsc(SC)c1NC(=O)N1CCCCC1 | -6% | -2% | 2% | 1% | 2% | 2% | 4% | -3% | -0.1
CCCCCn1c(=O)[nH]c2cc(C(=O)N3CCN(c4ccc(C(C)=O)cc4)CC3)ccc2c1=O | -7% | -3% | -4% | 3% | 21% | -9% | 25% | 0% | 0.1
Cc1nnn(-c2nonc2N)c1C(=O)N/N=C/c1ccccc1O | 6% | 11% | -11% | 12% | ? | 0% | 45µM* | -18% | 1.6
C[C@@H](NC(=O)c1[nH]cnc1C(=O)Nc1ccon1)c1ccccc1 | · | -8% | · | 12% | 9% | 2% | · | -11% | 0.2
O=C(CCn1cnc(-c2ccccc2)c1-c1ccccc1)N/N=C/c1ccc(O)cc1 | 8% | -12% | -3% | 0% | 27% | 2% | 5% | -5%[60.1 µM] | -0.4
CC1(C2CC2)NC(=O)N(CC(=O)Nc2ccccc2F)C1=O (stereo not drawn) | · | 13% | · | 32% | 14% | -19% | · | -2% | -0.3
C#CCOCCOCCOCCNc1nc(N2CCN(C(=O)CCCCCCCCCCNC(=O)[C@@H](CCC(=O)O)n3cc(CCCCCN)nn3)CC2)nc(N2CCN(C(=O)CCCCCCCCCCNC(=O)[C@H](CCCCN)n3cc(C[C@@H](C)CC)nn3)CC2)n1 | · | 3% | · | 22% | 3% | · | · | 16% | 2.3

Carrying on:
Molecule | Anesthetic bind | ERG Ets-DNA blk | BLM helicase inh | APE1 inh | POLI inh | ALOX12 inh | POLB inh | POLK inh | TRHR agonist
COC(=O)c1c(NC(=O)CCCOc2ccccc2)sc2c1CCC(C)C2 (stereo not drawn) | -8% | 0% | -8% | · | 22% | 0% | -3% | -1% | 0.3
Cc1ccccc1-c1nc(NCCN2CCOCC2)c2ccccc2n1 | 0% | · | -2% | 4% | · | ? | · | 1%[60.1 µM] | ·
CC(C)Nc1nc(NC(C)C)nc(C(N)=O)n1 | -14% | 2% | -2% | 0% | 11% | ? | -2% | -5% | -0.2
COc1cccc(C(=O)Nc2nc3nc(C)c(Cc4ccccc4)c(=O)n3[nH]2)c1 | -4% | 3% | 3% | · | -1% | -5% | ? | -5% | -0.4
CC(=O)NC(NC(=S)Nc1ccc(N=Nc2ccccc2C)cc1C)C(Cl)(Cl)Cl (stereo not drawn) | -18% | -1% | -3% | 1% | 8% | -38% | 14% | -15% | -0.5
COc1ccccc1NC(=O)CCC(=O)Nc1nnc(C(F)(F)F)s1 | -17% | -8% | 2% | 0% | 15% | 8% | 2% | -7% | -0.1
Cc1cc(N2CCN(c3ccccn3)CC2)n2nc(C)nc2n1 | · | 4% | · | · | 4% | 0% | · | -14% | ·
COc1ccc(-c2ccc3ccccc3n2)cc1OC | -18% | 8% | 1% | -6% | 103%[activator] | ? | -30% | -3% | -1.3
O=C(COC(=O)C1CCCCC1)NCc1ccc(Cl)cc1 | · | -1% | · | -2% | 38%[activator] | -4% | · | 0% | ·
CCn1cc2nc(SCc3cccc(C(F)(F)F)c3)n(CCc3ccccc3)c(=O)c2n1 | 42%[activator] | -5% | -11% | · | 5% | -28% | -16% | -4% | 2.5
O=C(Nc1nc2ccccc2s1)C1CCCN1S(=O)(=O)c1ccc(Cl)cc1 (stereo not drawn) | -15% | -5% | -9% | -10% | 7% | 6% | ? | -11% | 0.3
C=CCn1c(CNc2ccc(C)cc2)nnc1SCC(=O)N/N=C/c1ccc(O)cc1 | -13% | -1% | -4% | 4% | -16% | 0% | 12% | -7% | 0.4
CCc1nn(CC(=O)N2CCN(c3cccc(C)c3)C(C)C2)c(=O)c2cc3sccc3n12 (stereo not drawn) | -5% | 5% | -1% | · | 13% | -20% | 19% | 5% | -0.2
COc1ccc(S(=O)(=O)N2CCCCCC2)cc1NC(=O)CN1C(=O)NC(C)(c2ccc(C)cc2)C1=O (stereo not drawn) | · | 6% | · | 0% | 44%[activator] | -10% | · | -22% | 0.2
S=C(Cc1ccccc1)Nc1ccccc1 | · | -10% | · | · | 18% | -4% | · | -14% | ·
COC(=O)[C@@]1(Cc2ccccc2)[C@H]2C(=O)N(Cc3ccccc3)C(=O)[C@H]2[C@H]2CN=C(SCc3ccc(C#N)cc3)N21 | · | -1% | · | 31% | 1% | -25% | · | 12% | ·
COC(=O)c1cc(S(=O)(=O)N2CCN(c3cc(Cl)ccc3C)CC2)c[nH]1 | ? | -2% | -7% | · | ? | -24% | 19% | ? | -0.1
COc1ccc(Cl)cc1NC(=S)NCc1ccccn1 | 2% | -5% | 1% | 18% | -5% | 6% | 31% | -2% | 0.2

Marked active in POLB inh, among the entries above:
Compound | ERG Ets-DNA blk | BLM helicase inh | APE1 inh | POLI inh | ALOX12 inh | POLB inh | POLK inh | TRHR agonist
Cc1nnn(-c2nonc2N)c1C(=O)N/N=C/c1ccccc1O | 11% | -11% | 12% | ? | 0% | 45µM* | -18% | 1.6

Among those listed so far, three have a CF3 group.
Molecule | Anesthetic bind | ERG Ets-DNA blk | BLM helicase inh | APE1 inh | POLI inh | ALOX12 inh | POLB inh | POLK inh | TRHR agonist
O=C(Nc1cccc(C(F)(F)F)c1)c1cc(-c2ccc(Cl)cc2)on1 | -9% | 3% | -3% | · | 8% | -25% | -6% | -7% | 1.4
COc1ccccc1NC(=O)CCC(=O)Nc1nnc(C(F)(F)F)s1 | -17% | -8% | 2% | 0% | 15% | 8% | 2% | -7% | -0.1
CCn1cc2nc(SCc3cccc(C(F)(F)F)c3)n(CCc3ccccc3)c(=O)c2n1 | 42%[activator] | -5% | -11% | · | 5% | -28% | -16% | -4% | 2.5

Screens deposited in PubChem BioAssay by National Center for Advancing Translational Sciences (NCATS).
